Bioassay records (PubChem)
L3MBTL1 block – inhibitors of human L3MBTL1; Q9Y468; AlphaScreen L3MBTL1–H3K9me1 peptide binding; actives 0.66% (n = 230,000); AID 485360; Potency, µM (titrated, usually from 57.1 µM), for the others: at the highest dose activity, negative = inhibition, hits mostly inhibitors; further: nearly all actives have a fitted effect of over 60% in size
Target sequence (Q9Y468 whole entry, looked up): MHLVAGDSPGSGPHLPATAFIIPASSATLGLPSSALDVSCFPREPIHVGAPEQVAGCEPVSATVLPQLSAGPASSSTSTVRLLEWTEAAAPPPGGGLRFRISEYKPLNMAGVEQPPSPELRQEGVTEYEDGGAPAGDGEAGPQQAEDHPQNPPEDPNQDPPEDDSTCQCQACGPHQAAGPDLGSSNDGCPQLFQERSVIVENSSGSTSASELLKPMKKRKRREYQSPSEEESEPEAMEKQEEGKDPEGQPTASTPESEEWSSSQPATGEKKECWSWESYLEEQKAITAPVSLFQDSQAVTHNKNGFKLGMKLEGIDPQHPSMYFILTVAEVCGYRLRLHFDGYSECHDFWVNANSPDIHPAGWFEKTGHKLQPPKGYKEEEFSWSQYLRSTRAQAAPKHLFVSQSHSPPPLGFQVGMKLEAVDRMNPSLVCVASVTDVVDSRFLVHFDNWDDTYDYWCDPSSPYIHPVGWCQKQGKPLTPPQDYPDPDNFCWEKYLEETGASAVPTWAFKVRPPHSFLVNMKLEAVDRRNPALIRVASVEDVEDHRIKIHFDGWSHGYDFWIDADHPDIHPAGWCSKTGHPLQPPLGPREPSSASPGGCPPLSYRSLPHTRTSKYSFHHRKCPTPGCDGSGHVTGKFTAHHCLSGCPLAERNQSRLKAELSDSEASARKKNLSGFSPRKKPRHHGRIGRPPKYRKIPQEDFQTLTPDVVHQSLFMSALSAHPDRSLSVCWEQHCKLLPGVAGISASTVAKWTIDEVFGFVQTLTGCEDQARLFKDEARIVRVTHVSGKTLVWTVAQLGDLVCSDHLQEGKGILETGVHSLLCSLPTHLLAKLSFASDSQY
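Displacement of a biotinylated histone H3(1-15) peptide monomethylated at Lys9 (75 nM) from L3MBTL1 (50 nM) was measured by AlphaScreen after a 30 min room-temperature compound incubation; cefsulodin titration served as intraplate control.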
KDM4E inh – inhibitors of human JMJD2E histone demethylase. JMJD2E catalytic domain, FDH-coupled NADH fluorescence (FDH is formaldehyde dehydrogenase). Potency, µM (doses to about 57.1 µM), inactives show at the top dose activity change, negative = inhibition, usual class: inhibitors. actives 1.6% (n = 230,000); active means well fitted inhibition curve with a large enough effect, not every such curve was filed as active; inconclusive means small, poorly fitted or top-dose-only effect, or another doubt; inactive means no such curve, though single readings can be large or run the other way;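 further: 0% = wells with enzyme and -100% = buffer wells without enzyme; nearly all actives have a fitted effect of over 50% in size; many of its hits are not listed in these tables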
RECQ1 inh – RECQ1 (human) helicase inhibition; AID 2549; RECQ1 DNA unwinding, red fluorescence kinetic read; Potency, µM (highest dose often 57.3 µM), inactives show top-dose activity, negative = inhibition, usual class: inhibitors; actives 0.54% (n = 240,000);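 further: plate controls were vehicle for no effect and no enzyme for full effect; nearly all actives have a fitted effect of over 30% in size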
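50 nM RECQ1T1 preincubated 15 min with compound in Tris pH 8.0 buffer with MgCl2, DTT, Tween-20 and 2.5 ug/ml poly(dI-dC); started with 200 nM TAMRA/BHQ-2 forked duplex and 2 mM ATP. Unwinding read as fluorescence (525/598 nm), two reads 2 h apart.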
RGS12 GoLoco inh – blocks human Gai1 binding to RGS12 GoLoco peptide, red readout; P63096; AID 880; actives 0.44% (n = 230,000); Gai1:RGS12 GoLoco peptide FP, rhodamine, 10 min; Potency, µM (top dose mostly 61.6 µM), for inactives: at the highest dose activity, negative = inhibition, hits mostly inhibitors; active means well fitted inhibition curve with a large enough effect, not every such curve was filed as active; inactive means no such curve, though single readings can be large or run the other way; further: nearly all actives have a fitted effect of over 30% in size; many of its hits are not listed in these tables
Tau fibril FP – blocks human tau fibril formation measured by polarization; P10636; K18 P301L tau heparin fibrillization, Alexa594 FP, 6 h; Potency, µM (doses to about 57.7 µM), inactives show at the highest dose activity, negative = inhibition, actives largely listed as inhibitors; actives 0.39% (n = 280,000); AID 1468; further: nearly all actives have a fitted effect of over 55% in size
Target sequence (P10636 561-689 P618L limits assumed): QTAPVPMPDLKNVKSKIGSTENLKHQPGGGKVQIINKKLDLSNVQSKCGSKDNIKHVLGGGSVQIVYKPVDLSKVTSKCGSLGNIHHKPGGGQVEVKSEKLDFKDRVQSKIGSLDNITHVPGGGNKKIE
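K18 P301L tau (15 uM unlabeled/0.24 uM Alexa 594-labeled, final) + compound + heparin 20 uM final; 100 mM NaOAc pH 7; 6 hr 37 C; ThT 30 uM final added, 1 hr RT; FP ex 555/em 632 nm.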
Tau ThT inhib – inhibitors of human tau fibril formation, thioflavin T binding; P10636; recombinant tau K18 P301L, heparin-induced fibrillization, ThT fluorescence; Potency, µM (titrated, usually from 57.4 µM), without a hit: at the highest dose activity, negative = inhibition, hits mostly inhibitors; actives 2.1% (n = 270,000); further: nearly all actives have a fitted effect of over 55% in size
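Fibril formation assay: tau K18 P301L at 15 uM with trace Alexa 594 label, heparin inducer 20 uM, pH 7 sodium acetate buffer, 37 C for 6 hr; endpoint ThT signal.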
TR SRC2 fluor cs – alters Texas Red total fluorescence, flagging assay interference | TRb/SRC2 Texas Red total fluorescence interference | Potency, µM (doses to about 106 µM), inactives show at the top dose fluorescence change, negative = quenching | actives 0.29% (n = 280,000) | AID 1479; active means well fitted curve in either direction with a large enough effect; inconclusive means small, poorly fitted or top-dose-only effect
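Flags fluorescent or light-absorbing compounds by total fluorescence, S + 2P, at 555 nm excitation and 632 nm emission. Mixture: 20 nM Texas Red SRC2 peptide, 0.6 uM human TRb LBD, 1 uM T3, 5% DMSO; compound exposure 5 h at ambient temperature.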
TRb-SRC2 inh – inhibitors of human thyroid hormone receptor beta-SRC2 interaction. actives 0.065% (n = 280,000). P10828. Potency, µM (doses to about 106 µM), for the others: at the top dose activity change, negative = inhibition, usual class: inhibitors. TRbeta-SRC2 peptide binding, fluorescence polarization; receptor liganded with 1 µM T3;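 further: plate controls were bound peptide for no effect and peptide without receptor for full effect; nearly all actives have a fitted effect of over 50% in size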
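Assay buffer: 20 mM Tris-HCl, 100 mM NaCl, 10% glycerol, 1 mM EDTA, 0.01% NP-40, 1 mM DTT, 1 uM T3, 5% DMSO; TRb LBD 0.6 uM, Texas Red SRC2 20 nM; FP after 5 hr.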
The depositor's hits bear a star; i = inactive; ? = inconclusive; · = no result given; [ ] = remark or other dose. Unless noted, the call rests on the fitted dose curve; in most records, active means well fitted curve in the direction sought with a large enough effect; inconclusive means small, poorly fitted or top-dose-only effect, or another doubt; inactive means no such curve, though single readings can be large; an effect the other way counts as inactive or inconclusive. Unless noted, on the % scale 0 is the no-effect control and ±100 the full control effect; potency means the concentration at half of the fitted maximal effect. A portion of the library; count on the stated rates, not on these rows.

mol,RECQ1 inh,TR SRC2 fluor cs,KDM4E inh,Tau ThT inhib,L3MBTL1 block,TRb-SRC2 inh,RGS12 GoLoco inh,Tau fibril FP
CN1CCN(CCC(=O)Nc2ccc(C3CCCC3)cc2)CC1,i,-1%,7%,-1%,-3%,-9%,7%,5%
CCOc1nc(-c2ccc(OC)cc2)ccc1-c1noc(-c2cc(OC)c(OC)c(OC)c2)n1,-7%,-1%,?,-21%,-11%,0%,89%[activator],-6%
Cc1cccc(NC(=O)Cn2cnc3ccccc3c2=O)c1C,-2%,-2%,5%,2%,·,0%,-4%,0%
COc1ccc(Nc2nc(Cl)nc(NCCO)n2)cc1,-8%,-6%,8%,2%,11%,9%,0%,5%
OCCn1c(CSc2nnc(-c3ccco3)n2-c2ccccc2)nc2ccc(Cl)cc21,-27%,3%,-10%,-9%,-20%,-15%,10%,3%
Cc1cc(S(=O)(=O)NCCN(C)C)c(C)s1,?,1%,6%,-1%,2%,-3%,-13%,1%
Cc1ccc(S(=O)(=O)Nc2ccccc2CNC2CCCCC2)cc1,16%,1%,66%[activator],11%,5%,1%,6%,4%
O=c1nc2c(-c3ccc(F)cc3Cl)n[nH]n2c2ccccc12,·,-10%,·,-9%,·,-2%,·,5%
Cc1ccc(-c2c[nH]c(=S)n2-c2ccccc2F)cc1,-4%,-3%,-4%,-7%,·,-2%,5%,2%
Cc1ccc(CNC(=O)c2sc3nc(C)cc(C)c3c2-n2cccc2)cc1,·,-1%,·,8%,·,4%,·,?
Cc1ccc(-c2cc(C(=O)Nc3sc4c(c3C(=O)NCc3ccco3)CCC4)[nH]n2)c(O)c1,3%,2%,-3%,-13%,-13%,9%,25%,7%
O=C(c1ccccc1Sc1ccc([N+](=O)[O-])cc1)N1CCCCC1,-2%,-1%,6%,13%,-14%,2%,6%,-2%
CC(c1ccco1)N(C(=O)c1ccccc1NS(=O)(=O)c1cccc([N+](=O)[O-])c1)c1ccccn1 (centres undefined),-6%,1%,?,?,-12%,-5%,0%,-3%
C#CCOCCOCCOCCNc1nc(N2CCN(C(=O)[C@H]([C@@H](C)CC)n3cc([C@@H](N)CC(C)C)nn3)CC2)nc(N2CCN(C(=O)[C@H](Cc3cc4ccccc4[nH]3)n3cc([C@@H](N)C(C)CC)nn3)CC2)n1 (some centres undefined),i,0%,2%,-15%,·,-9%,4%,-4%
CC(C)(Oc1ccc(Cl)cc1)C(=O)NCCCn1ccnc1,i,-3%,15%,-6%,-5%,-5%,10%,-4%
C=C(C)CNC(=S)Nc1sc2c(c1C(=O)OCC)CC(C)(C)OC2,0%,-7%,-8%,-6%,18%,2%,·,-7%
S=C(NCc1cccnc1)Nc1ccc(Cl)cc1,i,1%,2%,6%,-1%,4%,3%,0%
CC1CC(C)CN(CC(=O)c2cccs2)C1 (centres undefined),i,-2%,-8%,-3%,-1%[11.4 µM],-4%,14%,-10%
Cc1cc(NO)nc(-c2ccc(Br)cc2)n1,i,-7%,-8%,-8%,-6%,-3%,-10%,1%
CCSc1nc2n(n1)C(c1ccc(CC)cc1)C(C(=O)Nc1ccccc1OC)=C(C)N2 (centres undefined),·,-2%,·,14%,·,-3%,·,?
C=CCNC(=O)c1cccc(Br)c1,-14%,1%,5%,-11%,3%,-3%,-1%,-2%
CC(CCc1ccccc1)NC(=O)c1ccc(NC(=O)c2cccc(Br)c2)cc1 (centres undefined),-1%,-2%,?,9%,-3%,-3%,-4%,?
CCN(CC)S(=O)(=O)c1ccc(NC(=O)CN(c2ccccc2)S(=O)(=O)N(C)C)cc1,·,3%,·,-4%,·,4%,·,?
O=C1CNC(=O)/C(=C/c2ccco2)N1,-3%,-6%,-21%,?,35µM*,2%,3%,-13%
CC1CC(C)(C)N(C(=O)CN2C(=O)c3ccccc3C2=O)c2ccccc21 (centres undefined),-9%,0%,-3%,-15%,-2%,8%,-5%,7%
N=c1ccn(Cc2ccc(Cl)cc2Cl)cc1,i,-3%,1%,7%,·,-1%,14%,3%
O=C(COc1ccc(S(=O)(=O)N2CCCC2)cc1Cl)Nc1ccc2c(c1)OCO2,i,1%,4%,-7%,-8%,2%,5%,-4%
O=C(CSc1nnc(-c2ccccc2)c(-c2ccccc2)n1)N1CCc2ccccc21,-13%,-3%,-11%,-16%,4%,-7%,20%,5%
Cc1nc(-c2ccc(S(=O)(=O)NCc3cccnc3)s2)cs1,-1%,2%,?,·,·,6%,5%,-9%
COc1ccc(C)c(-n2c(=O)n(Cc3ccccc3)c(=O)c3[nH]cnc32)c1,-11%,3%,2%,1%,1%,0%,10%,-6%
O=C(N/N=C/C=C/c1ccco1)c1cnccn1,9%,7%,0%,3%,7.1µM*,7%,-5%,1%
CCOc1ccc(C2CC(=O)N(c3cccc(F)c3)C3=C2C(=O)OC3)cc1 (centres undefined),·,4%,·,-8%,·,-8%,·,-9%
COc1cccc(Cn2c(-c3nonc3NC(C)=O)nc3ccccc32)c1,·,-2%,·,?,·,-6%,·,-7%
Cc1cccc(-c2n[nH]c(=S)n2Cc2ccccc2)c1,2%,6%,-3%,?,-2%,-7%,9%,-4%
CCCOc1ccc(Oc2nc(NC)nc(N3CCOCC3)n2)nn1,·,0%,·,8%,·,-3%,·,-10%
CC(=O)c1ccc(NC(=O)CCC(=O)OCC(F)(F)C(F)F)cc1,-2%,-1%,-3%,-5%,0%,0%,14%,5%
CC(C)(C)N1C(=O)[C@@H]2[C@H]3C(=CC[C@H]2C1=O)C(=O)[C@H]1O[C@H]1[C@H]3O,-7%[11.5 µM],-2%[11.2 µM],·,?,·,0%[11.2 µM],·,?
O=c1[nH]c(-c2cccnc2)nc2sc(-c3ccccc3)cc12,-17%,0%,?,-5%,8%,-3%,-2%,0%
CC(=O)N=c1c(C#N)cc2c(=O)n3ccccc3nc2n1CCCOC(C)C,-1%,-2%,?,-19%,57%[activator],-5%,-10%,-2%
COc1ccc(CCNC(=O)CN(CCc2ccccc2)S(C)(=O)=O)cc1OC,-1%,-4%,9%,4%,5%,5%,2%,-3%

Ordered by formula weight (descending): part of the list above.
mol,RECQ1 inh,TR SRC2 fluor cs,KDM4E inh,Tau ThT inhib,L3MBTL1 block,TRb-SRC2 inh,RGS12 GoLoco inh,Tau fibril FP
CN1CCN(CCC(=O)Nc2ccc(C3CCCC3)cc2)CC1,i,-1%,7%,-1%,-3%,-9%,7%,5%
Cc1cccc(NC(=O)Cn2cnc3ccccc3c2=O)c1C,-2%,-2%,5%,2%,·,0%,-4%,0%
Cc1cc(S(=O)(=O)NCCN(C)C)c(C)s1,?,1%,6%,-1%,2%,-3%,-13%,1%

The listing continues.
mol,RECQ1 inh,TR SRC2 fluor cs,KDM4E inh,Tau ThT inhib,L3MBTL1 block,TRb-SRC2 inh,RGS12 GoLoco inh,Tau fibril FP
COc1cccc(C2c3c(-c4ccccc4O)n[nH]c3C(=O)N2CCc2ccc(OC)c(OC)c2)c1 (centres undefined),·,-24%,·,-17%,·,4%,·,?
CCOc1ccc2nc(N(Cc3cccnc3)C(C)=O)sc2c1,·,0%,·,-7%,·,-7%,·,-6%
NC(=O)CSc1nc2c(c(=O)n1-c1ccccc1)C1(CCCCC1)Cc1ccccc1-2,-7%,7%,?,-12%,0%,-3%,-7%,?
COC(=O)c1c(NC(=O)CSc2nc3ccccc3c(=O)n2-c2ccccc2)sc(C)c1C,-8%,-4%,-10%,-15%,-4%,-1%,0%,-6%
COC(=O)Cc1c(C)c2cc(Cl)c(OC(=O)c3ccco3)cc2oc1=O,-6%,4%,?,?,5%,3%,0%,6%
CC(C)C(C(=O)NCc1ccco1)N(CC1CCCO1)C(=O)CNS(=O)(=O)c1ccccc1 (centres undefined),i,2%,2%,-7%,6%,7%,8%,-4%
C=CC(c1ccccc1)C(C(=O)c1ccccc1)N(C)C (centres undefined),-3%,-3%,-5%,-8%,·,3%,-1%,-3%
O=C(c1ccc(Cl)cc1)C1CCCN(Cc2cnn(-c3ccccc3)c2)C1 (centres undefined),?,-1%,-8%,-5%,-18%,-4%,5%,-2%
COc1ccc(-c2noc(CN(C(=O)c3cccs3)C(C)C)n2)cc1,-2%,-4%,-5%,5%,6%,10%,2%,8%
O=c1cc(-c2ccc(F)cc2)[nH][nH]1,i,-1%,-6%,?,-5%,-13%,4%,?
O=C(Nc1nc(-c2cccs2)cs1)c1ccco1,-2%,-4%,-12%,?,-5%,6%,17%,13%
CC(O)c1nc2c(c(=O)n(C)c(=O)n2C)n1C (centres undefined),i,-2%,0%,-8%,6%,3%,9%,0%
Cc1cn2c(=O)cc(COc3ccc(NC(=O)c4ccc(C(C)(C)C)cc4)cc3)nc2s1,·,0%,·,?,·,-12%,·,-4%
O=C(CSc1nc2ccccc2[nH]1)c1ccco1,-2%,1%,0%,-15%,-1%,5%,6%,3%
CCc1cc(-c2n[nH]c(=S)n2Cc2ccccc2)cs1,-9%,-1%,-22%,-16%,·,7%,6%,1%
Cc1ccc(CNC(=O)c2ccc(N3CCCC3)c(NC(=O)Nc3ccc(C)cc3)c2)cc1,·,-1%,·,2%,·,-2%,·,?
COCCC1CCCCN1C(=O)c1cccc(OC2CCN(C3CCCC3)CC2)c1 (centres undefined),-5%,0%,-4%,-11%,0%,-7%,4%,1%
N/C(=N\c1nc2ccccc2o1)NC(=O)c1ccc(Cl)cc1,5%,0%[53 µM],5%,17%,1%,-5%[53 µM],-10%,1%
